Screening results: PubChem BioAssay, several laboratories
HIF-2a inh: HIF-2a inhibition; 0.72% of 360,000 active; inhibition, % at 18.8 µM; 786-0 RCC cells HIF-2a reporter, luciferase luminescence, overnight; AID 624352;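 active = inhibition of the luminescence signal of 40% or more relative to plate controls, in a single-dose primary screen at 18.75 µM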
Peg3 prom inh: reduces Peg3 promoter-driven luciferase expression in HeLa. HeLa PEG-Prom luciferase reporter, luminescence, overnight. inhibition, % at 20 µM. 1.7% of 360,000 active. AID 588405;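 active = inhibition of at least 50% at 20 µM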
MITF TRPM1 inh: inhibitors of MITF-driven TRPM1 promoter in melanoma cells | SK-MEL-5 TRPM1 promoter luciferase, 24 h | inhibition, % at 12.5 µM | 0.83% of 330,000 active;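 active = mean inhibition across replicates of 60% or more, whatever share of single replicates reaches that level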; also: values of inactives mirror those of a sister screen read the other way
CF NFkB block: blocks PAF-induced NF-kB reporter in cystic fibrosis cells. KKLEB NF-kB-GFP reporter, GFP fluorescence overnight. inhibition, % at 5 µM. 0.86% of 360,000 active;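 active = at least 50% inhibition at 5 µM, scaled per plate between neutral and stimulator controls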;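 also: PAF is a Pseudomonas aeruginosa culture filtrate used as stimulus; plate controls were PAF-stimulated DMSO wells for no effect and unstimulated DMSO wells for full effect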
TRAIL sens C8: caspase-8 TRAIL sensitization | AID 624354 | inhibition (viability loss, TRAIL sensitization), % at 10 µM | NB7+C8 cells + TRAIL, ATPlite viability luminescence | 1% of 360,000 active;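 active = compounds causing at least 50% loss of cell viability in the single-dose screen, relative to plate controls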
NR2E3 ag-1: agonists of human NR2E3 nuclear receptor; Q9Y5X4; CHO-S Gal4-NCOR/VP16-NR2E3 two-hybrid, luciferase; inhibition of corepressor binding, % at 3.98 µM; 0.35% of 360,000 active; AID 602229;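 active = inhibition above the mean of all tested compounds plus 3 SD, cut at about 70% in these data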;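 also: 0% = DMSO with NR2E3 transfected cells and 100% = cells lacking NR2E3 construct; higher means lower luciferase signal from less NR2E3 corepressor binding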
Target sequence (Q9Y5X4 whole entry, looked up, the tested form may be a part): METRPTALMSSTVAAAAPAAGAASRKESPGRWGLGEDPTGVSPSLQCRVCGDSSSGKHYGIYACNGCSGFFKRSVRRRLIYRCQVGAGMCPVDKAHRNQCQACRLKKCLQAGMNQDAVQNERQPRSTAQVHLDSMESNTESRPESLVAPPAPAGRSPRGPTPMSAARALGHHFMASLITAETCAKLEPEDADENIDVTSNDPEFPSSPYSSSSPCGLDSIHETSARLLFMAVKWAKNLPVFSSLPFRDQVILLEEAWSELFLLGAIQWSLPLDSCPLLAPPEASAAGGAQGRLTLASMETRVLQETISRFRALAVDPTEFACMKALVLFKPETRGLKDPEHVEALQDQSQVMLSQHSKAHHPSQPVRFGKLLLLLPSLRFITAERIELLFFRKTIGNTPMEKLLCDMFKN
TWEAK Fn14 block: TWEAK-Fn14 signaling inhibition | inhibition, % at 10 µM | 2% of 360,000 active | TWEAK-stimulated Fn14 reporter cells, luciferase luminescence, 8 h; in the data active = inhibition above about 50%
KKLEB tox: counter-screen for CF NF-kB inhibitors: cytotoxicity. activity change (cytotoxicity), % at 5 µM. AID 602141. 0.36% of 360,000 active. KKLEB CF airway cells viability, ATPlite luminescence, overnight; stronger effect = lower value; cells stimulated with P. aeruginosa culture filtrate;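 active = corrected activity change at or below -50% at 5 µM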
NR2E3 ag-2: agonists of human nuclear receptor NR2E3 | Q9Y5X4 | GST-NR2E3/biotin-RetCOR TR-FRET, 1536-well | inhibition of corepressor binding, % at 4.78 µM | 0.12% of 320,000 active | AID 2300;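 active = percent inhibition above the cutoff of mean plus 3 SD of all tested compounds, set per screening campaign, cut at about 20% in these data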;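 also: 0% = DMSO wells and 100% = biotin wells as full block of FRET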
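System: GST-tagged NR2E3 plus biotinylated RetCOR corepressor; Amount: 1.35 nM GST-tagged NR2E3 final; Dosing: single nominal compound dose of 4.8 µM; Schedule: 5 h incubation at 4 °C; Technique: TR-FRET with europium anti-GST and streptavidin-D2, 340 nm excitation; Controls: biotin wells as high control, 0.6% DMSO wells as low control.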
Shn3 3UTR inh: reduces Shn3 3'UTR luciferase signal in osteoblasts | Clone20 osteoblast Shn3 3'UTR firefly luciferase, 24 h | 0.52% of 360,000 active | inhibition, % at 12.5 µM;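 active = mean inhibition of at least 75% with every replicate also reaching 75%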;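 also: 0% = median of neutral control wells and 100% = pilot-screen positive control compound; some compounds past the cut are filed as inactive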
TROY NFkB inh: inhibitors of TROY-dependent NF-kB signaling. Q293 LMP1-TROYcd NF-kB luciferase reporter, 4 h. 0.98% of 360,000 active. inhibition, % at 10 µM;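 active = compounds whose plate-normalised and pattern-corrected inhibition of the luciferase reporter signal at the single screening dose is 50% or more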
The depositor's hits bear a star; . = not tested or not shown. An excerpt. The share of hits here may be higher or lower than overall.

SMILES	HIF-2a inh	Peg3 prom inh	MITF TRPM1 inh	CF NFkB block	TRAIL sens C8	NR2E3 ag-1	TWEAK Fn14 block	KKLEB tox	NR2E3 ag-2	Shn3 3UTR inh	TROY NFkB inh
CC(C)(C)NC(=O)CN(C(=O)Cn1nnc(-c2ccccc2F)n1)c1cccc2c1CCCC2	15	37	7	7	9	-12	7	4	-5	1	-3
Cc1cc2oc(=O)cc(Cn3ccnc3)c2cc1C	8	-10	0	-7	0	-27	23	-7	2	-6	-11
Cc1cc(C)c(C)c(S(=O)(=O)NCc2cccnc2)c1C	-5	15	7	15	-2	4	3	-26	3	11	14
COc1ccc(C2c3ccc4ccccc4c3Oc3ncn(CCO)c(=N)c32)cc1OC (stereo not drawn)	11	60*	-11	39	14	7	-21	-5	3	5	15
Cc1cc(N2C(=O)C(O)=C(C(=O)c3ccco3)C2c2ccc([N+](=O)[O-])cc2)no1 (stereo not drawn)	2	4	6	-8	0	15	5	0	3	1	-4
BrC(=C\c1ccccc1)/C=N/Nc1nc2ccccc2[nH]1	-348	-148	-35	-3	15	-55	-8	1	3	-15	-30
O=C(Nc1ccc(S(=O)(=O)N2CCCC2)cc1)c1ccc(F)cc1	4	-1	13	-42	1	2	13	7	.	2	0
Cc1[nH]n(-c2ccccc2)c(=O)c1C=Nc1cnc2ccccc2c1	-16	-3	6	14	-7	-12	-10	-2	-1	-13	-23
CC(C)C[C@@]12C(=O)N(c3cccc(F)c3)C(=O)N1[C@H](c1ccc(F)cc1)[C@@H]1C(=O)N(C3CCCCC3)C(=O)[C@@H]12	-1	-1	-1	11	2	-14	-3	0	1	20	4
OC(CNCc1cccnc1)COc1ccc2ccccc2c1 (stereo not drawn)	14	-4	-4	8	-3	8	1	-22	.	9	6
SC(COCc1ccccc1)CN1CCN(Cc2ccc3c(c2)OCO3)CC1 (stereo not drawn)	12	-10	-2	6	6	-25	2	0	4	10	13
Nc1nc(N)nc(-c2cc(C(F)(F)F)ccc2Cl)n1	10	-7	-5	-18	-11	-32	-1	2	-1	-3	-21
CN(C)c1ccc(C2/C(=C(/O)c3ccccc3)C(=O)C(=O)N2CCCC(=O)O)cc1 (stereo not drawn)	-67	-62	-2	-11	6	-15	-20	9	-2	-16	-16
CC(C)(C)n1ncc2c(=O)n(CC(=O)NCc3ccc(F)cc3)cnc21	-162	-134	-31	-9	10	-197	47	-10	-4	-16	30
CC(=Nc1ccc(C)cc1C)c1sc2ccccc2c1O	-176	-242	-61	-27	65*	-124	39	-34	5	12	32
CC12C(=O)N(c3nccs3)C(=O)C1C1C=CC2C1 (stereo not drawn)	-2	11	8	-6	-5	-28	4	-8	8	-5	-11
CC(C)Oc1ccccc1C1CC(=O)Nc2cc3c(cc21)OCO3 (stereo not drawn)	30	20	37	31	-9	23	18	-25	-1	69	33
COc1cc(NC(=O)NC2Cc3ccccc3C2)cc(OC)c1	-118	-63	-33	9	-3	-22	14	-3	-2	-3	-37
CC1(C)Cc2c(ccc3ccccc23)C(c2cc3ccccc3oc2=O)=N1	29	36	12	23	10	-13	-69	-33	0	-6	13
Cc1ccc2cc(CN(C(=O)c3cccnc3)C(C)C)c(=O)[nH]c2c1	3	7	14	-10	-9	-12	-3	-1	-1	-7	15
Cc1ccc(Cl)cc1NC(=S)N1CCCCCC1	13	13	-14	7	-26	7	-2	8	.	-7	4
Cc1cc(C(=O)OCC(=O)Nc2ccccc2)c(C)o1	-27	-18	-9	10	10	-13	0	2	4	20	-16
CN(C(=S)NCCN1CCOCC1)C(c1ccccc1)c1ccccc1	17	24	6	25	7	-7	7	-3	1	25	-18
COCCN(CCOC)C(=S)Nc1ccccc1	6	15	6	-6	-4	11	0	7	4	-1	-11
CC1(C)C(=O)OC(c2cccn2-c2ccc([N+](=O)[O-])cc2)C2(CCCCC2)C1=O (stereo not drawn)	9	28	-2	20	9	1	-41	-8	1	-38	-2
Cc1ccc(N(C(=O)CNC(=O)c2ccco2)C(C(=O)NC2CCCCC2)c2ccncc2)c(C)c1 (stereo not drawn)	19	11	5	15	-4	-1	32	6	4	7	7
O=C(COC(=O)c1ccc(Br)o1)Nc1nc2ccccc2s1	-37	-25	4	-14	-18	-3	8	18	-3	0	-13
O=Cc1c(NCc2cccc(F)c2)c2ccccc2[nH]c1=O	8	18	-5	-5	-11	-8	-10	2	-2	1	16
COc1ccc(C(C)=O)cc1COC(=O)c1ccc2c(c1)OCO2	15	5	14	-22	-21	8	3	-2	3	-17	1
COc1ccc(-n2c(=O)c3ccccc3n(CC(=O)NC3CCCCC3)c2=O)cc1	11	5	0	5	-7	2	-3	0	-3	12	5
CCOCCCNC(=O)/C=C1\Sc2ccccc2N(Cc2ccccc2F)C1=O	5	-25	-16	12	27	-54	-7	-16	-1	.	-2
C[C@@H]1CC[C@H]2C(=O)N3[C@@H](CC[C@@H](C)[C@@H]3c3ccc(Br)cc3)C(=O)N2[C@H]1c1ccc(Br)cc1	16	28	7	26	-1	-2	13	-23	4	-13	0
Cc1cccc(C)c1OCc1cc(C(=O)N(C)CCc2ccccn2)no1	-42	-3	4	-3	24	-13	7	3	0	7	3
N#Cc1ccccc1COC(=O)c1cccnc1N	-1	-15	-25	8	-7	-26	-28	2	-1	-1	2
O=C(O)C(Cc1c[nH]c2ccccc12)NS(=O)(=O)c1cccc(Cl)c1Cl (stereo not drawn)	16	11	4	2	-8	0	6	3	2	-6	-11
N#CC(C#N)=C1c2cc(S(=O)(=O)NCCO)ccc2-c2ccc(S(=O)(=O)NCCO)cc21	9	9	8	2	-20	6	8	-2	-2	18	12
C=CCn1cc(/C=C2\SC(N3CCOCC3)=NC2=O)c2ccccc21	-46	-16	.	13	-12	-47	-33	-5	-5	-7	-38
NC(=O)C[n+]1cccc2ccccc21	-5	2	0	-6	8	-5	16	-6	-5	1	14
O=C(NNC(=O)c1ccco1)c1csc(N2CCOCC2)n1	11	-3	-1	20	-3	4	2	16	3	6	-19
CNC(=O)C1CCN(S(=O)(=O)c2c(C)noc2/C=C/c2ccccc2F)CC1	-16	19	.	-19	9	-11	0	-7	-1	2	9
CCCc1cc(-n2ccnc2C)n2c(nc3ccccc32)c1C#N	22	11	-1	-7	-9	8	4	-2	4	-2	0
O=C(Nc1ccc2c(c1)OCO2)C1CC(c2ccc(Cl)cc2)=NO1 (stereo not drawn)	-16	-17	-9	0	8	-17	-18	1	-1	3	-14
Cc1onc(-c2ccccc2Cl)c1C(=O)Nc1ccc(Br)cc1	2	22	-1	-16	-7	-11	3	-20	0	-8	16
CCCNC(=O)c1ccccc1NC(=O)c1cccc(-n2cnnn2)c1	-5	17	-8	-14	-5	11	4	-2	2	-2	-4
O=C(NC1CC2CCCC(C1)N2CC(=O)N1CCCc2ccccc21)C1CCCCC1 (stereo not drawn)	9	1	3	-1	10	-4	14	-3	2	-10	16
O=C(NC12CC3CC(CC(C3)C1)C2)c1ccc(-c2ccc(Cl)cc2)o1	-247	-326	-45	-3	20	-52	36	-13	1	-71	54*
Cc1[nH]c2ccccc2c1-c1csc(NC(=O)CN2CCOCC2)n1	11	13	17	7	-6	-8	-8	-8	-3	-31	-8
O=C(NCC(c1cccnc1)N1CCN(c2ccccc2F)CC1)OCc1ccccc1 (stereo not drawn)	6	8	6	-19	-6	-2	26	4	0	19	13
N=C1S/C(=C\c2ccccc2F)C(=O)N1c1ccc(F)cc1	14	9	-13	3	0	-15	-17	2	0	4	15
CN(Cc1cccs1)C(=O)Cn1cnc2cc([N+](=O)[O-])ccc2c1=O	3	-2	-12	0	-10	-2	0	-6	2	-14	6

Later entries
SMILES	HIF-2a inh	Peg3 prom inh	MITF TRPM1 inh	CF NFkB block	TRAIL sens C8	NR2E3 ag-1	TWEAK Fn14 block	KKLEB tox	NR2E3 ag-2	Shn3 3UTR inh	TROY NFkB inh
O=C(N/N=C/c1ccc(Cl)cc1)c1nc2ccc([N+](=O)[O-])cc2c(=O)[nH]1	9	10	-15	11	-3	-27	-19	12	2	18	13
Cc1ccc(-n2[nH]c(C)c(/C=N/c3ccccn3)c2=O)cc1	-21	-5	-3	-10	28	-9	1	10	-3	8	-3
Cc1ccccc1Cc1n[nH]c(=S)n1N	11	10	-9	17	-14	-6	0	-1	-1	0	7
O=C(O)c1ccc(COc2ccc3ccccc3c2)o1	-139	-113	-36	-19	-7	-127	28	0	-1	-98	-35
O=C(CSc1nc2ccccc2c(=O)n1NC(=O)Cc1ccccc1)NCCc1ccccc1	11	1	14	10	-5	-25	1	11	-1	-14	5
COC(=O)c1cc(NC(=O)C2(S(=O)(=O)c3ccc(Cl)cc3)CC2)cc(C(=O)OC)c1	23	10	15	13	-7	-15	-10	-18	0	5	5
C[C@@H]1CN([C@@H](C)CO)C(=O)CCCn2nncc2CO[C@H]1CN(C)Cc1cccnc1	2	3	.	-8	-8	-9	13	4	.	-14	-2
COc1ccc(N/C=C/C(=O)C(F)(F)F)cc1	-42	-3	-8	-5	-2	-11	-35	2	-1	-32	-34
COc1ccc(NC(=O)c2nn(C)c3c2CS(=O)(=O)c2ccccc2-3)cc1	4	-7	-1	15	-8	-11	2	-12	-1	0	2
COc1ccccc1Oc1ccc(S(=O)(=O)N2CCCCC2)cc1NC(=O)CCNC(C)=O	6	9	-1	16	-16	1	-3	-8	1	5	15
Cc1ccc(S(=O)(=O)N2CCN(C(=O)CN3CCc4ccccc4C3)CC2)cc1	1	2	3	0	5	13	-6	7	0	-6	2
COc1cc(/C=C/C(=O)N(Cc2ccccc2)c2ccccn2)cc(OC)c1OC	-2	-43	13	-19	-2	23	-11	3	0	0	6
COc1ccc(CC(=O)N2CCC(CCC(=O)Nc3ccccc3)CC2)cc1	-4	7	0	10	-18	-19	-7	-6	2	8	-3
Cc1ccc(S(=O)(=O)c2nc(C)oc2N2CCOCC2)cc1	14	6	6	-13	-5	-1	3	7	2	61	-8
O=C(Cc1cccs1)Nc1nnc(SCc2ccc(C(F)(F)F)cc2)s1	3	4	5	0	3	-14	8	1	1	-13	14

5 compounds picked at random from those above:
SMILES	HIF-2a inh	Peg3 prom inh	MITF TRPM1 inh	CF NFkB block	TRAIL sens C8	NR2E3 ag-1	TWEAK Fn14 block	KKLEB tox	NR2E3 ag-2	Shn3 3UTR inh	TROY NFkB inh
Cc1ccc(S(=O)(=O)c2nc(C)oc2N2CCOCC2)cc1	14	6	6	-13	-5	-1	3	7	2	61	-8
Cc1ccc(S(=O)(=O)N2CCN(C(=O)CN3CCc4ccccc4C3)CC2)cc1	1	2	3	0	5	13	-6	7	0	-6	2
COc1ccc(CC(=O)N2CCC(CCC(=O)Nc3ccccc3)CC2)cc1	-4	7	0	10	-18	-19	-7	-6	2	8	-3
COc1cc(/C=C/C(=O)N(Cc2ccccc2)c2ccccn2)cc(OC)c1OC	-2	-43	13	-19	-2	23	-11	3	0	0	6
O=C(Cc1cccs1)Nc1nnc(SCc2ccc(C(F)(F)F)cc2)s1	3	4	5	0	3	-14	8	1	1	-13	14
